Assay outcomes as filed in PubChem.
Dicer inh – inhibitors of human Dicer processing of pre-microRNA. Q9UPY3. cat-ELCCA pre-miR-21 Dicer processing, chemiluminescence; hits give high values. z-score at 25 µM. 47,000 compounds, 6% hits; in the data active = z-score above about 3, passing the limit was not always enough;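 also: plate controls were vehicle for no effect and no enzyme for full effect; higher signal means more uncleaved substrate so more Dicer inhibition; strong numbers were not always called active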
Target sequence (Q9UPY3 whole entry, looked up): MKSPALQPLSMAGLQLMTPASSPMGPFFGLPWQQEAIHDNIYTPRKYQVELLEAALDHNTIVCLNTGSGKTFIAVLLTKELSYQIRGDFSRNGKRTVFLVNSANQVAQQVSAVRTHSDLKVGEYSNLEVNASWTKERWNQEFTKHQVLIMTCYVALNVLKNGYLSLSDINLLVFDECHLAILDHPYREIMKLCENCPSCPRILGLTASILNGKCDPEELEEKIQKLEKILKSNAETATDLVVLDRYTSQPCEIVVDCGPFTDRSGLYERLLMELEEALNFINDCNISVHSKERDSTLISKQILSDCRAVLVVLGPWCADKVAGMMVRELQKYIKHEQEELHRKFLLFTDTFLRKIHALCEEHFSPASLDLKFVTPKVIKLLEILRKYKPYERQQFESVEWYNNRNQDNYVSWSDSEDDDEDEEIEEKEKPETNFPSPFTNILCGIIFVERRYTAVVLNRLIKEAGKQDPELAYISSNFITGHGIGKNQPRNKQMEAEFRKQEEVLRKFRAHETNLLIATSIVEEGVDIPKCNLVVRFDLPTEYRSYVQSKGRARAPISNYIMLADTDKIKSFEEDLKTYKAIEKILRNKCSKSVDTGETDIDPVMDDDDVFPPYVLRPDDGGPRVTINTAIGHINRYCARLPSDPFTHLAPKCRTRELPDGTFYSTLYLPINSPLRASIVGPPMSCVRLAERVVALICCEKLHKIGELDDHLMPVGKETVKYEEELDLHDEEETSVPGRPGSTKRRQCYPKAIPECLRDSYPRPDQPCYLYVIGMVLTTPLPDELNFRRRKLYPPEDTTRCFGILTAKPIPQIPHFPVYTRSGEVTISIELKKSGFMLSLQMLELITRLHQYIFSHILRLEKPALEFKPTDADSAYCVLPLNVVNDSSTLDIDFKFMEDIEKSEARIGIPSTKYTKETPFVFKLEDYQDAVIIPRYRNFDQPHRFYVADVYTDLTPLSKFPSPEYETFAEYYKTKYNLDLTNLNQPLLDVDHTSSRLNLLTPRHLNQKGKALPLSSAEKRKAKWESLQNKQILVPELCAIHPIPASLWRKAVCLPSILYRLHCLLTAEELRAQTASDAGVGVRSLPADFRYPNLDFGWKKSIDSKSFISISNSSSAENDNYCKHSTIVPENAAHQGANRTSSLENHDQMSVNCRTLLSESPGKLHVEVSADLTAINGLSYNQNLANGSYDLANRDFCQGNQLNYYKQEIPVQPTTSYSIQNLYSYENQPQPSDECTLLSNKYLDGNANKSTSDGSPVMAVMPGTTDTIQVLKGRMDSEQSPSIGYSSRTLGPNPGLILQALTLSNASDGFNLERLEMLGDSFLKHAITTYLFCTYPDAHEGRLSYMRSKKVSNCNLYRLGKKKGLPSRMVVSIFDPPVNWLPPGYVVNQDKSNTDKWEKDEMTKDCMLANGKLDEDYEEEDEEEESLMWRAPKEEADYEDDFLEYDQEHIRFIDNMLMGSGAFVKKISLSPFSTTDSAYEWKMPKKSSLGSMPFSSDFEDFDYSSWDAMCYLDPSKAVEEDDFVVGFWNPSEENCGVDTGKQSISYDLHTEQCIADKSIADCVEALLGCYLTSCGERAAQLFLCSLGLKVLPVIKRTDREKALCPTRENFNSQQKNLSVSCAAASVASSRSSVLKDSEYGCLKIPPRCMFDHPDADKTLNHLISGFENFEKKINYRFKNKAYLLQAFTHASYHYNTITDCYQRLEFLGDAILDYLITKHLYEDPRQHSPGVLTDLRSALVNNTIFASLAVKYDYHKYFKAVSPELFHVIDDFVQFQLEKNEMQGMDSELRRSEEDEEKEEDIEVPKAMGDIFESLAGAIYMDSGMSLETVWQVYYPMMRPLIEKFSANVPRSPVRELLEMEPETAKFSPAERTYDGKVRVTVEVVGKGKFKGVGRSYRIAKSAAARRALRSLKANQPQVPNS
The depositor's hits bear a star. A portion of the library; count on the stated rates, not on these rows.

Cc1cc(Cl)cc2c1NC(c1cccnc1)C1CC=CC21 (configuration not stated)
  Dicer inh: -1.3
CC(C)Sc1nnc(OC(=O)N(C)C)n1-c1cccc(C(F)(F)F)c1
  Dicer inh: -0.21
CCC1(C(=O)c2ccccc2)C2c3cc(Br)ccc3OC(=O)C21C(=O)OC (configuration not stated)
  Dicer inh: 0.15
COc1cccc(-n2c(/C=C/c3ccc([N+](=O)[O-])o3)nc3ccccc3c2=O)c1
  Dicer inh: 1.7
CC1CN=C(Nc2ccc(F)cc2F)S1 (configuration not stated)
  Dicer inh: 3.5
O=[N+]([O-])/C=C/c1cccc(C(F)(F)F)c1
  Dicer inh: 0.19
O=C(c1ccco1)c1cn(Cc2ccc(Cl)cc2)c2ccccc12
  Dicer inh: 0.18
CN(C)C(=O)Oc1ccc2c(=O)c(Oc3ccccc3Br)c(C(F)(F)F)oc2c1
  Dicer inh: 1.6
CNC(=S)NNC(=O)C1(O)CN2CCC1CC2 (configuration not stated)
  Dicer inh: 0.46
C=CCSc1nnc(OC(=O)N(C)C)n1-c1ccc(Cl)cc1
  Dicer inh: 1.2

CCn1cnc2c(Nc3cccc(Cl)c3)nc(N[C@@H]3CCCC[C@@H]3N)nc21
  Dicer inh: -1.6
Cc1nc2c(Br)cc(Br)cc2c(=O)n1-c1cccc(C(F)(F)F)c1
  Dicer inh: -0.26
Fc1ccccc1CNCCc1c[nH]c2ccccc12
  Dicer inh: 0.29
CCS(=O)(=O)Nc1cccc(C(=C2CCCCC2)c2cnc[nH]2)c1
  Dicer inh: -1.1
CCOC(=O)C1CN(C)CCC1=O (configuration not stated)
  Dicer inh: -0.19
CC(=O)OCC1=C(C(=O)[O-])N2C(=O)[C@@H](NC(=O)CCC[C@@H](N)C(=O)[O-])[C@H]2SC1.[Zn+2]
  Dicer inh: -0.64
COc1ccc(C2(CN)CCCC2)cc1
  Dicer inh: 1.1
NCCc1ccc(O)cc1
  Dicer inh: -1.2
c1ccc2c(c1)OCC(C1=NCCN1)O2 (configuration not stated)
  Dicer inh: -0.02
O=C1NC(=O)C(=Cc2ccc(Cl)cc2Cl)C(=O)N1
  Dicer inh: -2.9

O=C(CCCN1CCC(n2c(=O)[nH]c3ccccc32)CC1)c1ccc(F)cc1
  Dicer inh: 0.85
O=c1c2ccccc2nc(/C=C/c2ccccc2F)n1-c1ccccc1
  Dicer inh: 6*
CCCC[N+]1(C)C2CC(OC(=O)[C@H](CO)c3ccccc3)CC1C1OC12 (some centres not stated)
  Dicer inh: 1.9
CC1OC1P(=O)(O)O (configuration not stated)
  Dicer inh: -1.6
Clc1cnc(Oc2ccc(Oc3ncc(Cl)cc3Cl)cc2)c(Cl)c1
  Dicer inh: -0.37
Cc1sc2ccccc2c1CC1=NCCN1
  Dicer inh: -0.32
CCCCc1ccc(C(=O)O)nc1
  Dicer inh: -2
C#CC1(OC(=O)c2ccccc2)CC(C)N(C)CC1C (configuration not stated)
  Dicer inh: -0.51
CCOC(=O)C1=NN(c2ccc(C)cc2)C2c3cccc4cccc(c34)C12 (configuration not stated)
  Dicer inh: -0.36
CC(=O)[C@H]1CC[C@H]2[C@@H]3CC[C@H]4C[C@H](O)CC[C@]4(C)[C@H]3C(=O)C[C@]12C
  Dicer inh: -0.43

The results go on.
| Molecule | Dicer inh |
| --- | --- |
| C[C@@H]1O[C@@H](O[C@H]2C[C@@H](O)[C@]3(CO)[C@@H]4C(CC[C@]3(O)C2)[C@@]2(O)CC[C@H](C3COC(=O)C3)[C@@]2(C)C[C@H]4O)[C@H](O)[C@H](O)[C@H]1O (some centres not stated) | 0.34 |
| Cn1cccc1CNCCc1ccccc1F | 2.5 |
| COc1ccc(OC)c(/C=C/[N+](=O)[O-])c1 | 1.3 |
| CCCN1CCC[C@H](c2cccc(O)c2)C1 | -0.18 |
| CC1(C)C(C(=O)N2CCN(c3ccc(Cl)cc3)CC2)C1(C)C | 1.1 |
| CSC(=NCc1ccccc1Cl)N/C(N)=N\[N+](=O)[O-] | 0.91 |
| CN(C)C(=O)Oc1c(-c2ccccc2)cn(Cc2ccccc2)c(=O)c1-c1ccccc1 | -0.96 |
| Cc1ccnc(-n2c(C)nc3ccccc3c2=O)c1 | 2.8 |

More results:
| Molecule | Dicer inh |
| --- | --- |
| C=C1CC[C@@]2(O)[C@H]3Cc4ccc(O)c5c4[C@@]2(CCN3CC2CC2)[C@H]1O5 | -0.46 |
| CCCc1cc(OC(=O)N(C)C)nc(-c2cccc(C)c2)n1 | -0.07 |
| CN[C@@H]1[C@@H](O)[C@@H](O[C@@H]2[C@@H](O)[C@H](O[C@H]3O[C@H]([C@@H](C)NC)CC[C@H]3N)[C@@H](N)C[C@H]2N)OC[C@]1(C)O (tested in a mixture with another compound) | 44 |
| Cc1ccc2[nH]c(=S)n(-c3cccnc3)c(=O)c2c1 | -0.18 |
| COC(CSc1nc2cccc(F)c2c(=O)n1-c1ccc(C)c(C)c1)OC | 0.89 |
| NC(=O)OCCCc1ccccc1 | -0.3 |
| COc1ccc2c(c1)C13CCCCC1C(C2)N(C)CC3 (configuration not stated) | 0.79 |
| CC1(C)CN=C(Nc2ccc(F)c(Cl)c2)S1 | -1.3 |

Arranged by SMILES length (lowest first): 30 of the compounds above
| Molecule | Dicer inh |
| --- | --- |
| NCCc1ccc(O)cc1 | -1.2 |
| CC1OC1P(=O)(O)O (configuration not stated) | -1.6 |
| NC(=O)OCCCc1ccccc1 | -0.3 |
| CCCCc1ccc(C(=O)O)nc1 | -2 |
| Cn1cccc1CNCCc1ccccc1F | 2.5 |
| Cc1sc2ccccc2c1CC1=NCCN1 | -0.32 |
| c1ccc2c(c1)OCC(C1=NCCN1)O2 (configuration not stated) | -0.02 |
| CCCN1CCC[C@H](c2cccc(O)c2)C1 | -0.18 |
| Fc1ccccc1CNCCc1c[nH]c2ccccc12 | 0.29 |
| CC1(C)CN=C(Nc2ccc(F)c(Cl)c2)S1 | -1.3 |
| Cc1ccnc(-n2c(C)nc3ccccc3c2=O)c1 | 2.8 |
| COc1ccc(OC)c(/C=C/[N+](=O)[O-])c1 | 1.3 |
| C#CC1(OC(=O)c2ccccc2)CC(C)N(C)CC1C (configuration not stated) | -0.51 |
| O=C1NC(=O)C(=Cc2ccc(Cl)cc2Cl)C(=O)N1 | -2.9 |
| Cc1ccc2[nH]c(=S)n(-c3cccnc3)c(=O)c2c1 | -0.18 |
| CCCc1cc(OC(=O)N(C)C)nc(-c2cccc(C)c2)n1 | -0.07 |
| CSC(=NCc1ccccc1Cl)N/C(N)=N\[N+](=O)[O-] | 0.91 |
| O=c1c2ccccc2nc(/C=C/c2ccccc2F)n1-c1ccccc1 | 6* |
| CC1(C)C(C(=O)N2CCN(c3ccc(Cl)cc3)CC2)C1(C)C | 1.1 |
| CCS(=O)(=O)Nc1cccc(C(=C2CCCCC2)c2cnc[nH]2)c1 | -1.1 |
| COC(CSc1nc2cccc(F)c2c(=O)n1-c1ccc(C)c(C)c1)OC | 0.89 |
| CCOC(=O)C1=NN(c2ccc(C)cc2)C2c3cccc4cccc(c34)C12 (configuration not stated) | -0.36 |
| O=C(CCCN1CCC(n2c(=O)[nH]c3ccccc32)CC1)c1ccc(F)cc1 | 0.85 |
| CCCC[N+]1(C)C2CC(OC(=O)[C@H](CO)c3ccccc3)CC1C1OC12 (some centres not stated) | 1.9 |
| CN(C)C(=O)Oc1c(-c2ccccc2)cn(Cc2ccccc2)c(=O)c1-c1ccccc1 | -0.96 |
| C=C1CC[C@@]2(O)[C@H]3Cc4ccc(O)c5c4[C@@]2(CCN3CC2CC2)[C@H]1O5 | -0.46 |
| CC(=O)[C@H]1CC[C@H]2[C@@H]3CC[C@H]4C[C@H](O)CC[C@]4(C)[C@H]3C(=O)C[C@]12C | -0.43 |
| CC(=O)OCC1=C(C(=O)[O-])N2C(=O)[C@@H](NC(=O)CCC[C@@H](N)C(=O)[O-])[C@H]2SC1.[Zn+2] | -0.64 |
| CN[C@@H]1[C@@H](O)[C@@H](O[C@@H]2[C@@H](O)[C@H](O[C@H]3O[C@H]([C@@H](C)NC)CC[C@H]3N)[C@@H](N)C[C@H]2N)OC[C@]1(C)O (tested in a mixture with another compound) | 44 |
| C[C@@H]1O[C@@H](O[C@H]2C[C@@H](O)[C@]3(CO)[C@@H]4C(CC[C@]3(O)C2)[C@@]2(O)CC[C@H](C3COC(=O)C3)[C@@]2(C)C[C@H]4O)[C@H](O)[C@H](O)[C@H]1O (some centres not stated) | 0.34 |

Remaining list, next part
| Molecule | Dicer inh |
| --- | --- |
| c1cncc(C2Nc3ccccc3-n3cccc32)c1 (configuration not stated) | 1.2 |
| c1ccc(OC[C@@H]2CCCN3CCCCC23)nc1 (some centres not stated) | -0.38 |
| COc1ccccc1OCCCn1cc(C(=O)c2cccs2)c2ccccc21 | 2.2 |
| c1ccc(CCNCc2ccc3c(c2)OCO3)cc1 | -0.43 |
| NCc1cc(=O)[nH]o1 | -0.88 |
| Oc1ccc(Br)cc1CN1CCN(Cc2ccc(F)cc2)CC1 | 3.3* |
| Cc1ccc(-c2nc(N(C)C3CCN(C)CC3)c3ccccc3n2)cc1 | -0.07 |
| O=C(NCNC(=O)NC1C(=O)NC(=O)N1CO)NC1C(=O)NC(=O)N1CO (configuration not stated) | -0.3 |

Later entries:
| Molecule | Dicer inh |
| --- | --- |
| Clc1cccc(CCNCc2cccnc2)c1 | 0.34 |
| Clc1ccc(CNC2CN3CCC2CC3)cc1 (configuration not stated) | 2 |
| Fc1ccc(CCNCc2cccnc2)cc1 | -3.2 |
| COc1ccc(OC)c([N+](=O)[O-])c1/C=C/[N+](=O)[O-] | 1.4 |
| C[C@@H]1CN(C2CCC(C#N)(c3ccc(F)cc3)CC2)CC[C@]1(C(=O)O)c1ccccc1 (some centres not stated) | -0.05 |
| CN1CCC(c2c[nH]c3ccc(O)cc23)CC1 | -1.3 |
| Cc1ccc2c(c1)C(O)(C(F)(F)F)C(=O)O2 (configuration not stated) | -0.18 |
| COC(=O)C1C2c3ccccc3C(c3ccccc32)C1C(=O)OC (configuration not stated) | 0.17 |

Further structures follow:
| Molecule | Dicer inh |
| --- | --- |
| ON=C1CC2CCCC(C1)N2Cc1cccs1 | -0.04 |
| COCc1cc(OC(=O)N(C)C)nc(Cc2c(Cl)cccc2Cl)n1 | 0.6 |
| CN1CC[C@]2(Cl)CCCC[C@@H]2C1 | 1 |
| CN[C@@H]1C[C@@H](c2ccc(Cl)c(Cl)c2)c2ccccc21 | 0.06 |
| O=C(CNc1ccc(-c2ccccc2)cc1)Nc1ccc(Cl)cc1C(=O)c1ccccc1Cl | -0.56 |
| CC1=NN=C(c2ccc(N)cc2)c2cc3c(cc2C1)OCO3 | -0.88 |
| Cc1ccc(-n2c(=S)[nH]c3cccc(F)c3c2=O)cc1C | 1.8 |
| NC(=O)CS(=O)C(c1ccccc1)c1ccccc1 (configuration not stated) | 1.1 |

The list goes on.
| Molecule | Dicer inh |
| --- | --- |
| CCCCCOc1ccc(C2SCC(=O)Nc3c2c(=O)[nH]n3C(C)C)cc1 (configuration not stated) | -0.28 |
| Cc1ccc2nc(C(F)(F)F)n(-c3ccc(Cl)cc3)c(=O)c2c1 | 1.8 |
| COc1ccc(CCNCC2CCCO2)cc1 (configuration not stated) | 0.05 |
| O=C(O)c1nn(Cc2ccc(Cl)cc2Cl)c2ccccc12 | -2.1 |
| CCC1(c2cccc(O)c2)CCCCN(C)C1 (configuration not stated) | -0.21 |
